Screens (PubChem)
TRPML3 ag – activates the human TRPML3 channel. Q8TDD5. HEK293 TRPML3-YFP, Fluo-8 calcium fluorescence; 100% = the carbachol control signal. activation, % at 3 µM. actives 0.29% (n = 220,000);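 active = activation above its plate's cutoff, the mean activation of the plate's test wells plus 3 SD, cut at about 12% in these data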;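 note: 0% = DMSO only wells and 100% = carbachol wells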
Target sequence (Q8TDD5 whole entry, looked up): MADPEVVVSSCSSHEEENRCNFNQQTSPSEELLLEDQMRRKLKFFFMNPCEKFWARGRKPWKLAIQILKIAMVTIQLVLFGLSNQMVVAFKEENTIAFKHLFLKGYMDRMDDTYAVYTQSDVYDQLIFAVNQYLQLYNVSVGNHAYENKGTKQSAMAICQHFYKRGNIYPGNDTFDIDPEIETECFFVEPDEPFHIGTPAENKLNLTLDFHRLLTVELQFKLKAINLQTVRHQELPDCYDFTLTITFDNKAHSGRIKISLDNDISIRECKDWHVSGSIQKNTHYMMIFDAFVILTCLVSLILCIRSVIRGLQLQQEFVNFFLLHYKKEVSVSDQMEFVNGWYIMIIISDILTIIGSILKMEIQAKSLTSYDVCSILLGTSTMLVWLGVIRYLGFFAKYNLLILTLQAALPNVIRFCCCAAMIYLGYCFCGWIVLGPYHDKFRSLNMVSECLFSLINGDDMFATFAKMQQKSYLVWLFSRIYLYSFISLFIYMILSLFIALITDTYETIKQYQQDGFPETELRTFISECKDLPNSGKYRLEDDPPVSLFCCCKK
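Test system: HEK293 cells stably carrying human TRPML3-YFP; Doses: single dose, 3 µM final nominal compound, 0.3% DMSO final; Schedule: dye loading 1 h 37 °C then 30 min ambient, 125 s read; Technique: Fluo-8 calcium fluorescence; Benchmarks: high control carbachol 87 µM, low control DMSO.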
TRPN1 ag – zebrafish TRPN1 (NompC) channel agonism. AID 1424. activation, % at 3 µM. actives 0.18% (n = 220,000). HEK293 zebrafish TRPN1-YFP, Fluo-8 calcium fluorescence; 100% = response to 87 µM carbachol;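 active = activation above its plate's cutoff, the mean activation of test wells on that plate plus 3 SD, cut at about 19% in these data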;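 note: 0% = DMSO alone and 100% = 87 µM carbachol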
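Assay system: Zebrafish TRPN1-YFP in HEK293 cells | Incubation: Dye loading 1 h at 37 °C, then 30 min room temperature | Measured by: Kinetic Fluo-8 fluorescence, ex 470-495, em 515-575 nm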
Furin inhibitor – inhibitors of human furin; P09958; purified furin, fluorogenic substrate cleavage; inhibition, % at 30 µM; actives 0.061% (n = 220,000); in the data active = inhibition above about 25%; note: inactives centre near -15
Thrombin inh – inhibitors of human thrombin | P00734 | alpha-thrombin, Boc-VPR-AMC fluorogenic substrate cleavage | inhibition, % at 5 µM | actives 0.26% (n = 220,000);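 active = inhibition at or above 40%; inactive = inhibition below 40%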;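 note: 0% = enzyme with no compound and 100% = wells without enzyme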
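Material: human alpha-thrombin protein; Also added: Boc-VPR-AMC substrate, 15 µM final; Timing: enzyme reaction carried out at room temperature; Signal: fluorescence, ex 355 nm, em 460 nm; Measure: % inhibition of thrombin; Controls: enzyme without compound as high, wells lacking enzyme as low.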
TbHK1 inh – T. brucei hexokinase 1 inhibition; inhibition, % at 10 µM; AID 1430; recombinant TbHK1, G6PDH-coupled NADH A340; actives 0.11% (n = 220,000);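 active = inhibition of 50% or more in the single-dose primary screen; inactive = inhibition below 50%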
PPC-1+TRAIL kill – kills PPC-1 cancer cells in the presence of TRAIL | actives 0.41% (n = 220,000) | AID 1443 | PPC-1 cells + TRAIL, ATPLite viability luminescence | cell killing (% activity), % at 4 µM;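 active = cell killing above 50% in the first pass at 4 µM, then a duplicate retest at 5 µM averaging 50% or more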;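 note: plate controls were cells with TRAIL plus DMSO for no effect and medium-only wells lacking cells for full effect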
Calpain2 inh – calpain II (pig) inhibition. purified calpain II, fluorogenic peptide substrate, 30 min. inhibition, % at 16 µM. actives 0.37% (n = 220,000);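 active = inhibition above about 50%, limit read from the data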
KCC2 mod – modulates chloride dependent transport by human KCC2; actives 2.2% (n = 190,000); KCC2 cells, thallium flux FluoZin-2 fluorescence; Q9H2X9; B-score of Tl+ flux slope (higher = more flux/activation; lower = inhibition) at 10 µM;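 active = thallium flux slope and its plate-corrected score both differing from the plate sample mean at a set confidence after two filtering rounds, in either direction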;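 note: slope of fluorescence scaled to starting intensity during 10 to 20 s after thallium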
EBV gp42 block – inhibitors of Epstein-Barr virus glycoprotein 42. Q1HVG2. Fluorescence polarization binding assay, mP read-out. inhibition, % (tested at 21.74 µM). actives 0.42% (n = 220,000); in the data active = inhibition above about 50%
Target sequence (Q1HVG2 whole entry, looked up): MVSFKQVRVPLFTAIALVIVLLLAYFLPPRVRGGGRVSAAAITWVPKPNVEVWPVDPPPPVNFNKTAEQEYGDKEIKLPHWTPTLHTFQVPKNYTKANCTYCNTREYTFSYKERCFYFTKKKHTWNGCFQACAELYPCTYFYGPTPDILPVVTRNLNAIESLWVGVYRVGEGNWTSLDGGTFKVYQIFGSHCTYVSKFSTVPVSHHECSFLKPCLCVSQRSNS
An asterisk follows results filed as active; / = not tested or not shown; [ ] = another dose, or the depositor's remark.

SMILES | TRPML3 ag | TRPN1 ag | Furin inhibitor | Thrombin inh | TbHK1 inh | PPC-1+TRAIL kill | Calpain2 inh | KCC2 mod | EBV gp42 block
Cc1cc(NC(=O)CSc2cn(CCNC(=O)c3ccc(F)cc3)c3ccccc23)no1 | -0.5 | 0.0 | -11 | 0 | -1 | -15 | -19 | / | -11
Cc1cc(C)n(-c2ccc(C(=O)OCC(=O)Nc3cc(Cl)ccc3[N+](=O)[O-])cc2)n1 | 0.4 | -1.5 | -10 | -7 | 33 | 8 | 31 | 0.97 | -16
O=C(NCc1ccco1)c1ccccc1NS(=O)(=O)c1cccs1 | -0.3 | 0.5 | -15[20 µM] | -3 | -3 | 17 | -48 | -1.6 | -10
COc1ccc(S(=O)(=O)N(C)c2ccc(C(=O)N3CCCC3)cc2)cc1 | 0.3 | 1.0 | -30 | -8 | 2 | -3 | -3 | -1.1 | -17
Cc1ccc(N=Nc2c(C)[nH]n(-c3ccccc3)c2=O)cc1 | 1.2 | 2.0 | -27 | 0 | -5 | / | 3 | 3.1 | -5
COc1ccc(C2c3c(ccc4ccccc34)Oc3ncn4nc(Cc5ccccc5)nc4c32)cc1OC (stereo not drawn) | 0.2 | -0.3 | -13 | -4 | -18 | -5 | -1 | 1.5 | -52
CCOc1ccc(Cc2c(Cl)nc(SC)nc2OC)cc1 | 0.1 | -0.1 | -25[20 µM] | 0 | 3 | -5 | 22 | 0.11 | 0
CCN(CC)CCOC(=O)c1ccc(NC(=O)CNC(=O)c2ccccc2)cc1 | 0.9 | 1.7 | -38 | 2 | -1 | / | -14 | 0.5 | -15
COc1ccc(C)cc1S(=O)(=O)N(CC(=O)NCc1ccc(Cl)cc1)Cc1ccccc1 | 0.3 | 0.7 | -19[20 µM] | 5 | 3 | 13 | 21 | / | -6
Cn1c(=O)oc2cc(S(=O)(=O)Nc3ccc4c(c3)OCCO4)ccc21 | 1.2 | 4.9 | -19[20 µM] | -4 | 1 | 28 | -27 | 1 | -34
CCC1Sc2ccccc2N(CC(=O)NCc2ccccc2OC)C1=O (stereo not drawn) | -0.3 | -0.7 | -14[20 µM] | -2 | 1 | -20 | 14 | -0.21 | -13
CN1C2=CC=CC=CC2=[N+](C)C12C([N+](=O)[O-])=CC(=[N+]([O-])[O-])C=C2[N+](=O)[O-] (stereo not drawn) | 1.4 | 2.1 | -10 | 1 | -17 | 22 | -9 | -0.019 | -5
CCCN(C(=O)c1ccco1)c1nnc(-c2ccccc2C)s1 | -0.5 | -1.9 | -23 | -9 | 2 | 16 | 22 | -0.89 | -8
CCOc1ccccc1C(=O)N1CCN=C1SC | 0.6 | 0.4 | -16 | -2 | 9 | -10 | -47 | 0.0057 | 5
COc1ccccc1N(CC(=O)Nc1cc(C)on1)S(=O)(=O)c1ccc(Cl)cc1 | 0.0 | 0.0 | 7[20 µM] | -9 | -4 | 4 | 27 | 0.94 | -14
CCOC(=O)c1c(NC(=O)C2COc3ccccc3O2)sc2c1CC(C)(C)NC2(C)C (stereo not drawn) | 0.3 | -0.4 | -15 | -3 | 4 | 1 | 43 | 0.76 | -8
CN1CCC(NC(=O)Cc2c(F)cccc2Cl)CC1 | 0.9 | -1.4 | -24 | -4 | -1 | 15 | -3 | 0.47 | -12
COc1ccc2[nH]cc(/C=N/NS(=O)(=O)c3ccc(C)cc3)c2c1 | 0.2 | 0.5 | -17 | -6 | 2 | 8 | -5 | -0.65 | 4
COC(=O)C1=C(C)NC(=O)NC1c1ccc(OC(=O)c2ccco2)cc1 (stereo not drawn) | 0.8 | 0.6 | -8 | -3 | 2 | -5 | 15 | 0.68 | 5
COC(=O)C1=C(C)NC(=O)NC1c1ccccc1 (stereo not drawn) | -0.8 | 2.2 | 3 | -4 | 1 | 14 | -2 | / | -10
Nc1nnc(COc2ccccc2)s1 | 1.5 | -0.6 | -27[20 µM] | -5 | 6 | -10 | 11 | 0.082 | 2
CC(NC(=O)CSc1ncccc1C(=O)O)C1CC2CCC1C2 (stereo not drawn) | 0.7 | -0.7 | -12 | -3 | -8 | -10 | 3 | -1.1 | 3
CC(C)c1csc(CN2CCCC(CCC(=O)NCc3ccccc3F)C2)n1 (stereo not drawn) | 1.3 | 0.4 | -13 | 5 | 9 | 19 | 33 | / | -9
Cc1oc(C(=O)O)cc1COc1cccc2cccnc12 | 0.8 | 1.0 | -23 | -4 | 16 | 10 | -3 | -1.4 | -7
CCS(=O)(=O)n1nc(-c2ccc(Cl)cc2)nc1SCc1ccccc1 | -0.1 | -0.9 | 10[20 µM] | -5 | 12 | 44 | 33 | -1.5 | -1

As entered above:
COc1ccc(S(=O)(=O)N(C)c2ccc(C(=O)N3CCCC3)cc2)cc1 in Calpain2 inh is listed with -3
COC(=O)C1=C(C)NC(=O)NC1c1ccccc1 (stereo not drawn) in Thrombin inh is listed with -4
CC(C)c1csc(CN2CCCC(CCC(=O)NCc3ccccc3F)C2)n1 (stereo not drawn) in TbHK1 inh is listed with 9
CCC1Sc2ccccc2N(CC(=O)NCc2ccccc2OC)C1=O (stereo not drawn) in TRPN1 ag is listed with -0.7
Cc1cc(NC(=O)CSc2cn(CCNC(=O)c3ccc(F)cc3)c3ccccc23)no1 in TbHK1 inh is listed with -1
CCN(CC)CCOC(=O)c1ccc(NC(=O)CNC(=O)c2ccccc2)cc1 in TRPML3 ag is listed with 0.9

(next part)
SMILES | TRPML3 ag | TRPN1 ag | Furin inhibitor | Thrombin inh | TbHK1 inh | PPC-1+TRAIL kill | Calpain2 inh | KCC2 mod | EBV gp42 block
CCN(CC)S(=O)(=O)c1ccc2oc(C(=O)NC3CCCc4ccccc43)c(C)c2c1 (stereo not drawn) | 0.7 | -0.7 | -23[20 µM] | 5 | -6 | 22 | 5 | / | -14
COC(=O)c1ccc(CNC(=O)CN(CCC(C)C)S(=O)(=O)c2ccc3c(c2)OCCO3)cc1 | 0.0 | -0.4 | -12 | -5 | 1 | 22 | 15 | -1.3 | -3
CCC(C)(C)n1nnnc1C(c1cccs1)N1CCN(Cc2ccccc2)CC1 (stereo not drawn) | 0.3 | -0.3 | -18 | -10 | 4 | -4 | -25 | / | -2
CCn1ncc(Br)c1C(=O)Nc1ccn(C23CC4CC(CC(C4)C2)C3)n1 | -0.8 | -0.7 | -4 | -5 | 15 | 8 | 12 | -1.8 | -5
COc1cc(CNCC(O)c2ccccc2)ccc1OCc1ccc(Cl)nc1 (stereo not drawn) | 0.9 | 1.9 | -11[20 µM] | -5 | 13 | 20 | -12 | -1.4 | -10
CC(C)C(=O)N1CCC2(CC1)Oc1ccc(Cl)cc1C(=O)C21CC(c2cccnc2)=NO1 (stereo not drawn) | / | / | -16 | -4 | -23 | 8 | -30 | -0.95 | -5
Cc1cc(C)nc(SCCS(=O)(=O)Cc2ccc(Cl)cc2)n1 | -0.4 | 0.4 | -15[20 µM] | -1 | 7 | 7 | -10 | -0.44 | 0
Cc1ccc(NC(=O)CSCC(=O)N2c3ccccc3CCc3ccccc32)cc1 | -1.6 | -0.9 | -13[20 µM] | 2 | -1 | -4 | -21 | 0.27 | -3
Cc1cccc(Nc2nnc(-c3ccc(C(=O)N4C[C@H]5C[C@H](C4)c4cccc(=O)n4C5)cc3)c3ccccc23)c1 | -0.1 | 0.0 | -11[20 µM] | -5 | -36 | 1 | 7 | 0.33 | 16
COc1ccc(C)cc1S(=O)(=O)N1CCC(C(=O)NCCC2=CCCCC2)CC1 | -0.3 | 1.6 | -4[20 µM] | 3 | -8 | -4 | 2 | 0.42 | 7
O=C(CCN1CCN(S(=O)(=O)c2ccc(Cl)cc2)CC1)Nc1ccccc1F | 0.8 | -0.6 | -19 | 0 | -8 | -5 | -7 | 0.39 | -4
CC(C)(C)[C@@H]1C=C(C(=O)NCc2ccccc2)O[C@H](OCc2ccc(CO)cc2)C1 | -0.2 | -1.6 | -22 | -3 | -6 | -6 | 18 | -0.29 | -10
O=C(C1=NN[C@@H]2C(=O)N(c3ccccc3C(F)(F)F)C(=O)[C@H]12)C(c1ccccc1)c1ccccc1 | -0.7 | 0.8 | -7 | 4 | -1 | 6 | -31 | 1.3 | -1
Cn1nc(CC(=O)NCCN2C(=O)CSC2=O)c2ccccc2c1=O | 0.0 | -0.7 | -17 | -2 | -3 | 14 | 8 | / | -30
COc1ccc(-c2cnnc(N/N=C/c3ccc(O)cc3)n2)cc1 | -1.0 | -0.8 | -4 | 12 | -37 | 41 | -10 | 0.26 | -8
S=C1NC[C@H](Cc2cccc3ccccc23)N1CC1CCCCC1 | / | / | -26 | 2 | 0 | -5 | 50 | -0.4 | 3
CC(=O)c1cccc(NC(=O)/C(=C\c2cccnc2)NC(=O)c2ccco2)c1 | 0.7 | 0.7 | -25 | -1 | 2 | -12 | 16 | 0.062 | -10
Cn1c(=O)c2c(ncn2CC(COCc2ccccc2)OCc2ccccc2)n(C)c1=O (stereo not drawn) | 0.6 | 1.4 | -19 | -2 | 9 | 3 | 8 | -0.12 | -10
CCN1CCN(CCOc2ccccc2-c2ccccc2)CC1 | 1.1 | 0.0 | -22 | -8 | 0 | -1 | -36 | 0.45 | -3
Cn1nnc2cc(C(=O)Nc3ccc(Cl)cc3)ccc21 | 0.9 | 2.2 | -28 | -2 | 0 | -13 | -33 | -0.11 | -16
Cc1nc2c([N+](=O)[O-])c(C)c(C)cc2[nH]1 | -1.9 | 0.6 | -18 | -9 | -2 | -4 | -8 | 0.65 | -10
CCCC(=O)Nc1ccc(N2CCN(S(C)(=O)=O)CC2)cc1 | 0.7 | 0.1 | -15 | -3 | 3 | 21 | -13 | / | -17
Cc1nn(-c2nc3ccccc3s2)c(N)c1-c1ccccc1 | 0.2 | -1.1 | -24[20 µM] | -23 | 6 | 21 | 2 | 1 | -5
Cc1ccc2nc(NC(=O)CSc3nc4c(c(=O)n3C)SC(C)C4)sc2c1 (stereo not drawn) | -1.2 | -0.7 | -22 | -4 | 5 | 23 | -138 | -1.7 | -9
C/C(O)=C\c1nc2ccccc2oc1=O | 0.1 | 1.8 | -17[20 µM] | 0 | 1 | 4 | 2 | 0.94 | 5
O=S(=O)(c1ccc(F)cc1)N1CCC(N2CCCC2)CC1 | 0.4 | 1.5 | -15 | -4 | 0 | 17 | -22 | 0.065 | -25
O=C(NNC(=O)c1cccs1)c1ccc([N+](=O)[O-])cc1 | 0.3 | 0.1 | -4 | -10 | -6 | 40 | 27 | -2.6 | 6
O=C(O)c1ccc(-c2ccccc2Cl)o1 | -0.6 | -0.3 | -3 | -13 | 7 | / | -13 | -0.86 | -4
O=C(CNCC1CCCO1)N1CCN(S(=O)(=O)c2ccc3ccccc3c2)CC1 (stereo not drawn) | 0.7 | -1.3 | -13[20 µM] | 1 | -7 | 18 | 18 | 0.89 | -1

Arranged by formula weight (descending): some entries from above.
SMILES | TRPML3 ag | TRPN1 ag | Furin inhibitor | Thrombin inh | TbHK1 inh | PPC-1+TRAIL kill | Calpain2 inh | KCC2 mod | EBV gp42 block
O=C(C1=NN[C@@H]2C(=O)N(c3ccccc3C(F)(F)F)C(=O)[C@H]12)C(c1ccccc1)c1ccccc1 | -0.7 | 0.8 | -7 | 4 | -1 | 6 | -31 | 1.3 | -1
CCC(C)(C)n1nnnc1C(c1cccs1)N1CCN(Cc2ccccc2)CC1 (stereo not drawn) | 0.3 | -0.3 | -18 | -10 | 4 | -4 | -25 | / | -2
COc1ccc(S(=O)(=O)N(C)c2ccc(C(=O)N3CCCC3)cc2)cc1 | 0.3 | 1.0 | -30 | -8 | 2 | -3 | -3 | -1.1 | -17
